Screens deposited in PubChem by The Scripps Research Institute Molecular Screening Center.
PLCb3 inh = blocks human PLC-beta3 enzyme activity | Purified PLC-beta3, fluorogenic substrate, fluorescence | AID 720704 | inhibition, % at 12.2 µM | 370,000 compounds, 0.18% hits | Q01970; in the data active means inhibition above about 11%;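 further: 0% = median of compound wells on plate and 100% = full blocker control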
PLCg1 inh = PLC-gamma1 (human) inhibition, primary screen; inhibition, % at 12.2 µM; purified PLC-gamma1, fluorogenic substrate, fluorescence; 370,000 compounds, 0.84% hits; P19174; in the data active means inhibition above about 9.5%
hgDAF12 agonist = agonists of H. glycines DAF-12 nuclear receptor. HEK293 GAL4-hgDAF12 UAS-luciferase reporter, agonist luminescence; normalized to butyrate control. 370,000 compounds, 1.8% hits. activation, % at 6.8 µM;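 active means activation above a cutoff set at the mean of all screened compounds plus 3 SD, cut at about 10% in these data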;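 further: 0% = DMSO wells and 100% = sodium butyrate wells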
DAX1 inh-1 = inhibitors of DAX1 repression of SF-1 activated StAR promoter; 370,000 compounds, 1.1% hits; inhibition, % at 6.8 µM; AID 652010; HEK293T StAR-luciferase reporter, SF-1/DAX-1 repression relief;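 active means inhibition above the mean over all tested compounds plus 3 SD, cut at about 3.6% in these data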;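 further: 0% = DAX-1 cells with DMSO and 100% = cells lacking DAX-1 with DMSO; higher inhibition means more luminescence from relief of DAX-1 repression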
ADAM17 inh = inhibitors of human ADAM17. P78536. recombinant ADAM17, EDANS/DABCYL FRET peptide cleavage. inhibition, % at 6.95 µM. 370,000 compounds, 0.83% hits;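 active means inhibition above the mean of compounds lying between control limits plus 3 SD, set per campaign, cut at about 8.5% in these data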;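 further: 0% = DMSO-only wells as the low control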
Target sequence (P78536 215-824 limits assumed): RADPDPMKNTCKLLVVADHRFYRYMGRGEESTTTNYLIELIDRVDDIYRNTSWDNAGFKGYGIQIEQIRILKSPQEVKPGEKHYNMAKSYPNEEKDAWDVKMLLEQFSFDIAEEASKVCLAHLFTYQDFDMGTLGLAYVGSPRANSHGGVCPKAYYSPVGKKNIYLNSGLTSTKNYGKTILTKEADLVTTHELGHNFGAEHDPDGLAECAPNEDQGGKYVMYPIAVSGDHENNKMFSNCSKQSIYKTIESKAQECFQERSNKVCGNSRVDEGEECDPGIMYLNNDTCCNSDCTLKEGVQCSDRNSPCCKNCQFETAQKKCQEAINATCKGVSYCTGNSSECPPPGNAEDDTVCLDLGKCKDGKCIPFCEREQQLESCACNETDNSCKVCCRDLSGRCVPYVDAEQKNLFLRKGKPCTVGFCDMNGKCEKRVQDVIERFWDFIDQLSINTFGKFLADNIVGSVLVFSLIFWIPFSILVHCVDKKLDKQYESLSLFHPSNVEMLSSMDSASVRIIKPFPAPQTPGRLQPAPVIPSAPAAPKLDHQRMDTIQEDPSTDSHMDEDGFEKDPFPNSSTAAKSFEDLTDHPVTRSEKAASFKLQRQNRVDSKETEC
sPLA2-III inh = Blocks human group III sPLA2 activity; inhibition, % at 12.2 µM; 370,000 compounds, 0.56% hits; QFRET BODIPY PC-A2 liposome hydrolysis, fluorescence; Q9NZ20;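 active means inhibition above mean plus 3 SD of compounds lying within the high and low control bounds, cut at about 19% in these data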;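 further: 0% = median of test compound wells and 100% = no enzyme DMSO wells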
FXN GAA850 act = activators of GAA850 frataxin (FXN) promoter. HEK293 lucGAA850 FXN promoter luciferase reporter, 24 h; percent of 10 µM SAHA response. activation, % at 6 µM. 360,000 compounds, 0.56% hits. AID 540364;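 active means activation above the average of all compounds screened plus 3 SD, cutoff fixed separately per campaign, cut at about 7.5% in these data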;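 further: 0% = DMSO wells and 100% = 10 µM SAHA wells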
ADAM10 inh = inhibitors of human ADAM10 | inhibition, % at 7 µM | 370,000 compounds, 0.62% hits | recombinant ADAM10, EDANS/DABCYL FRET peptide cleavage, 3 h | O14672 | AID 720582;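 active means inhibition above a per-campaign cutoff equal to the mean of compounds falling between control-based bounds plus 3 SD, cut at about 20% in these data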;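 further: 0% = DMSO wells while the 100% control is not disclosed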
ssDAF12 agonist = activators of S. stercoralis DAF-12 nuclear receptor; HEK293 ssDAF-12/GRIP1 lit1-tk-luc reporter, luminescence; % of 3 µM dafachronic acid response; activation, % at 6.8 µM; 370,000 compounds, 1% hits; AID 652126;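 active means activation above the mean over all tested compounds plus 3 SD, cut at about 0.9% in these data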;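 further: 0% = DMSO-only wells and 100% = 3 µM delta7-dafachronic acid wells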
hcDAF-12 act = activators of H. contortus DAF-12 nuclear receptor. HEK293 hcDAF-12 lit1-tk-luc reporter, luminescence; 0% DMSO, 100% Δ7-dafachronic acid. activation, % at 6.8 µM. 370,000 compounds, 1.4% hits. AID 652067;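 active means activation above the mean of all tested compounds plus 3 SD, cut at about 5.5% in these data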;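 further: 100% = response to 3 µM Δ7-dafachronic acid high control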
DAX1 inh-2 = inhibitors of human orphan nuclear receptor DAX1 (NR0B1); AID 504766; 340,000 compounds, 0.99% hits; P51843; inhibition, % at 6.75 µM; HEK293 Gal4-DAX1 luciferase reporter, luminescence;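 active means inhibition above the mean over all tested compounds plus 3 SD, cut at about 4.2% in these data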;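 further: 0% = DAX1-transfected cells with DMSO and 100% = empty-vector control cells with DMSO; inhibition shows as a rise in luminescence from relieved DAX1 repression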
Target sequence (P51843 207-470 limits assumed): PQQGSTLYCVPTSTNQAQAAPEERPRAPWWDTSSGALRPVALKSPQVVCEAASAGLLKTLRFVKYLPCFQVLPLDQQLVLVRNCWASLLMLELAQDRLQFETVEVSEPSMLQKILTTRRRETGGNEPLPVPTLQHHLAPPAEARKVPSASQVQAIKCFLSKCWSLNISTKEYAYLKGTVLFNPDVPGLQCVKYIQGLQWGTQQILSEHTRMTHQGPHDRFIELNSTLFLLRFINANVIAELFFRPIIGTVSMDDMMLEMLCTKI
Starred values were filed as active, the others as inactive; i = inactive; . = not tested or not shown.

| SMILES | PLCb3 inh | PLCg1 inh | hgDAF12 agonist | DAX1 inh-1 | ADAM17 inh | sPLA2-III inh | FXN GAA850 act | ADAM10 inh | ssDAF12 agonist | hcDAF-12 act | DAX1 inh-2 |
| --- | --- | --- | --- | --- | --- | --- | --- | --- | --- | --- | --- |
| CN1CCN(S(=O)(=O)c2cccc(C(=O)N(C)CC(=O)Nc3ccc(F)c(F)c3F)c2)CC1 | 0 | -1 | 3.3 | -0.1 | -1 | 7 | 0.8 | -6 | -0.9 | 1.1 | -1.4 |
| C[C@@H](C(=O)Nc1cc(C(F)(F)F)ccc1N1CCOCC1)N1C(=O)C2CC=CCC2C1=O (stereo partly specified) | 2 | 0 | 0.6 | 0.9 | -1 | -1 | 0.1 | -1 | -1.1 | -0.4 | 0.0 |
| CC(C)[C@H](NS(=O)(=O)c1ccc2c(c1)OCCO2)C(=O)OCC(=O)Nc1ccccc1Cl | 2 | -6 | 0.3 | 0.5 | -1 | -16 | 1.9 | 2 | -1.2 | -1.8 | -1.3 |
| CC(C)c1nnc(NC(=O)Cn2nc(-c3ccc4c(c3)OCCO4)ccc2=O)s1 | -2 | 9 | -1.7 | -1.0 | -2 | 5 | 0.3 | 1 | -0.2 | -0.6 | 0.5 |
| CCOC(=O)C1CCCN(c2cc(=O)n(C3CCCCC3)c(=O)[nH]2)C1 (stereo unspecified) | 3 | 4 | 0.4 | 0.2 | 0 | 2 | -2.8 | 0 | -1.7 | -1.9 | -0.9 |
| OC(Cc1cccc(Br)c1)c1ncc(-c2cccc(C(F)(F)F)c2)[nH]1 (stereo unspecified) | -7 | 0 | 0.8 | 0.8 | 8 | -2 | -2.7 | 10 | -1.3 | -1.2 | . |
| O=C(Nc1ccnc(-c2ccncc2)n1)c1ccc(F)cc1 | -1 | 1 | 1.8 | 0.2 | 3 | 1 | 1.1 | 2 | -0.7 | -1.1 | 1.9 |
| COC(=O)c1sc(SC)c(S(=O)(=O)C(C)C)c1N/N=C(\C#N)C(=O)c1ccccc1 | -3 | 4 | -1.4 | 0.1 | 2 | -28 | 1.8 | 2 | -1.0 | -1.0 | 0.2 |
| COCC1CCN(Cc2cn[nH]c2-c2ccc(OC)cc2F)C1 (stereo unspecified) | -7 | 0 | -3.4 | -0.3 | -3 | 4 | -0.9 | -8 | -1.2 | -1.6 | 0.2 |
| O=C(Nc1ccccc1C(=O)N/N=C/c1ccco1)c1ccccc1 | 1 | -2 | 0.0 | -0.6 | -1 | -2 | -1.5 | -2 | -1.2 | 0.9 | -1.1 |
| CC1CCCCC1NC(=O)CCNC(=O)N1CC(=O)Nc2ccccc21 (stereo unspecified) | -4 | 3 | 2.4 | 0.3 | 0 | -2 | -2.6 | 1 | -0.8 | 0.0 | 1.4 |
| CN1C(=O)C(c2cn(C)c3ccccc23)(c2cn(C)c3ccccc23)c2ccccc21 | 0 | 1 | 4.1 | -0.6 | -2 | -1 | . | 1 | -0.2 | -1.8 | . |
| COc1cc(/C=C/C(=O)OCC(=O)N2CCCC2)cc(OC)c1OC | -64 | -42 | -1.3 | 0.9 | -18 | 3 | -1.1 | -91 | -1.5 | -0.8 | 1.3 |
| O=C(c1ccco1)N1CCN(C(=O)c2cc3c(s2)-c2ccccc2OC3)CC1 | i | i | 0.8 | 1.0 | i | -2 | 2.2 | i | -2.0 | -0.9 | -0.4 |
| O=C(CCn1c(=O)oc2ccccc21)NCCN1CCOCC1 | 6 | 1 | 0.2 | 1.9 | -2 | 1 | 0.0 | 4 | -1.3 | -3.1 | 0.6 |
| O=C1c2ccc(Oc3ccc([N+](=O)[O-])cc3)cc2C(=O)N1CCO | 2 | 3 | 0.2 | 0.3 | -3 | 3 | 0.4 | 7 | -1.2 | -0.5 | 2.1 |
| COc1ccc(S(=O)(=O)Nc2cc(C)ccn2)cc1 | -13 | -8 | 0.0 | 0.1 | -7 | 3 | 0.1 | -39 | -1.2 | 0.2 | 0.6 |
| COc1ccc(Cc2c(C3CCCCC3)nc3c(C)cc(Br)cn23)c(C)c1 | -43 | -35 | -1.7 | -1.7 | -8 | -5 | . | -13 | -1.1 | -1.4 | . |
| Cc1cccc(N2CCN(C(=O)Cn3c(=O)[nH]c4ccsc4c3=O)CC2C)c1 (stereo unspecified) | 3 | 3 | -1.4 | 0.2 | -1 | -6 | 0.8 | 1 | -1.1 | -1.1 | 0.0 |
| O=C(c1cccc(-c2ccc(O)cc2)c1)N1CCN(c2ccc(F)cc2)CC1 | -6 | -1 | -2.0 | -0.2 | -4 | -7 | 0.0 | -1 | -1.5 | -1.5 | 0.0 |
| Cc1ccc(O)c(C(=O)c2cc(C#N)c(=O)n(CC3CCCO3)c2)c1 (stereo unspecified) | 0 | -2 | 1.2 | 0.1 | -4 | -2 | 1.3 | 5 | -1.5 | -1.8 | -1.4 |
| CC(C)NC(=O)C1CC=CCC1C(=O)O (stereo unspecified) | -3 | 2 | -0.1 | 0.4 | 1 | 14 | 1.4 | -5 | -1.0 | -1.3 | -0.6 |
| Cc1ccccc1S(=O)(=O)N1CCC(c2nc3ccccc3o2)CC1 | -1 | 3 | -1.3 | -0.1 | -2 | 4 | . | -11 | -1.4 | -2.7 | . |
| COc1ccc(OCCn2nnc(-c3ccc(Cl)cc3)n2)cc1 | 6 | 3 | 0.3 | -0.6 | 5 | 2 | -0.2 | 11 | -1.0 | 2.8 | 0.7 |
| CN(C)c1ccc(/C=N/NC(=O)c2cnc3ccccc3c2)cc1 | -16 | -9 | -0.8 | 0.3 | -2 | 1 | 2.2 | 8 | -1.1 | 1.4 | 2.2 |
| COc1ccc(CNS(=O)(=O)CCNCc2ccccc2OC)cc1 | 1 | 5 | -1.1 | 0.6 | 2 | 10 | 0.6 | -14 | -0.8 | -1.2 | 0.9 |
| O=C(c1nc2ccccn2c1CNCCCn1cccn1)N1CCCC1 | -4 | -1 | 1.5 | 0.4 | -3 | -6 | 1.3 | -3 | -0.8 | -0.6 | 1.1 |
| CN(C)c1nc(SCCOC(=O)c2ccccc2)nc(N(C)C)n1 | -2 | 1 | 1.0 | -0.2 | -2 | 4 | 0.3 | -3 | 0.0 | -0.4 | 2.0 |
| O=C(COC(=O)c1ccccc1NC(=O)c1ccco1)NC1CCCCC1 | -4 | 0 | 0.2 | -0.1 | -1 | 5 | -1.1 | -5 | -1.2 | -0.2 | 0.0 |
| CC(C)c1ccc(NC(=O)NCc2cccnc2)cc1 | -6 | 0 | -0.4 | 0.0 | -2 | 1 | 0.0 | 13 | -1.1 | -1.2 | 1.7 |
| Cc1ccc(S(=O)(=O)c2nc(S(C)(=O)=O)sc2N(C)C)cc1 | 4 | 3 | -2.5 | -0.4 | -1 | -3 | 1.8 | -12 | -0.8 | -1.7 | 0.8 |
| CC(=O)CCc1oc2ccc(C)cc2c1Cc1ccccc1 | -119 | -84 | 4.7 | 0.3 | -6 | -4 | 3.1 | -17 | 1.6* | 6.5* | -0.1 |
| O=C(c1n[nH]c(=O)c2ccccc12)N1CCN(S(=O)(=O)c2ccccc2Cl)CC1 | -2 | 0 | -2.2 | 0.7 | -3 | -1 | -2.1 | 4 | -1.5 | -1.3 | 0.1 |
| S=c1[nH]nc(-c2ccccc2)n1CC1CCCO1 (stereo unspecified) | -2 | 4 | -0.8 | 0.0 | 1 | 6 | 4.3 | 1 | -1.0 | -1.1 | -0.1 |
| CCCc1cc2c(=O)n(NC(=O)c3nn(C)cc3[N+](=O)[O-])c(C)nc2s1 | -3 | 1 | 0.3 | 0.5 | 2 | -1 | -0.2 | 7 | -1.0 | 0.2 | -0.6 |
| COC(=O)c1cc(OC)c(OC)cc1NC(=O)C(C)c1ccc([N+](=O)[O-])cc1 (stereo unspecified) | 0 | 4 | -2.4 | -1.0 | 2 | -2 | 4.5 | 6 | -0.8 | 1.0 | -0.8 |
| COc1ccc(OCCCCN2CCC(C)CC2)cc1 | -3 | 3 | -0.2 | -0.1 | -4 | -5 | 1.0 | 8 | -0.8 | -1.4 | -0.8 |
| Cc1cc(C)cc(N(CC(=O)NCc2ccco2)C(=O)CCC(=O)Nc2nccs2)c1 | 4 | 0 | 0.0 | -0.6 | 0 | -3 | 2.5 | 1 | -1.3 | -0.4 | -0.9 |
| CN(C)c1ccc(CNCc2cccnc2)cc1 | -2 | -1 | -1.4 | -0.2 | 1 | 2 | 0.5 | 3 | -1.2 | 0.1 | . |
| CCOc1cc(CNCc2cccnc2)ccc1OCC(=O)NC(C)(C)C | -5 | 0 | 0.9 | 0.5 | -1 | 6 | -0.6 | -7 | -1.3 | -1.1 | -0.2 |
| Fc1ccccc1OCCCn1ccnc1 | 1 | 2 | 2.3 | 0.0 | -1 | -4 | -1.9 | -2 | -0.6 | -0.5 | 1.3 |
| CC1CC(C)CN(C(=O)COC(=O)c2ccc3ncsc3c2)C1 (stereo unspecified) | 1 | -1 | 1.5 | 3.4 | -1 | -8 | 3.0 | -1 | -0.8 | -0.1 | 1.0 |
| COc1ccc(NC(=O)CSc2nc3[nH]c(=O)[nH]c(=O)c3s2)cc1OC | 1 | 2 | -2.3 | 0.2 | 1 | 0 | -0.2 | -2 | -1.4 | 0.9 | 0.1 |
| COc1cc(CN(C)Cc2cccc3ccccc23)cc([N+](=O)[O-])c1O | -4 | 0 | 0.1 | -0.8 | -1 | 1 | -0.2 | 0 | -0.6 | -0.4 | 0.8 |
| O=C(CN1C(=O)c2cccc([N+](=O)[O-])c2C1=O)OCC(=O)N1CCCCC1 | -3 | 2 | -1.0 | 0.5 | 0 | 3 | 0.1 | 3 | 0.0 | 0.1 | -1.0 |
| O=C(NCC(=O)N(c1ccccc1)C(C(=O)NC1CCCC1)c1ccncc1)c1cccs1 (stereo unspecified) | -10 | 4 | -0.7 | -0.1 | 2 | 2 | 0.0 | -2 | -0.3 | -0.9 | 1.1 |
| Cc1[nH]c2ccccc2c1CCN(Cc1cccnc1)C(=S)NC(C)(C)C | -7 | -1 | -0.4 | -0.1 | -5 | 4 | 0.3 | -5 | -1.0 | 2.0 | -0.6 |
| CC(C)(C)C(=O)Nc1nc(=S)ss1 | 0 | -1 | -0.9 | -0.8 | -1 | 2 | -1.2 | -2 | -1.0 | 1.2 | 0.4 |
| CCN(CC)C(=O)CSc1nc(C)cc(C)n1 | 1 | 1 | 0.8 | -0.2 | 0 | 2 | 1.1 | 1 | -0.7 | -0.2 | . |
| Cc1noc(C)c1S(=O)(=O)N1CCC(C(=O)NC2CCCc3ccccc32)CC1 (stereo unspecified) | 0 | 4 | -0.2 | -0.6 | -3 | 12 | 1.1 | -5 | -1.0 | 0.0 | 1.1 |
| CC(/C=N/n1c(C2CCCCC2)n[nH]c1=S)=C\c1ccccc1 | 2 | 6 | -2.9 | -0.3 | 6 | 2 | 4.7 | 10 | -1.1 | -1.5 | 0.2 |
